Compound activity as filed in PubChem BioAssay.
RECQ1 helicase: RECQ1 (human) helicase inhibition | P46063 | RECQ1 DNA unwinding, red fluorescence kinetic read | Potency, µM (series often up to 57.3 µM), without a hit: top-dose activity, negative = inhibition, most hits filed as inhibitors | 240,000 compounds, 0.54% hits | AID 2549;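 also: plate controls were vehicle for no effect and no enzyme for full effect; nearly all actives have a fitted effect of over 30% in size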
Target sequence (P46063 whole entry, looked up): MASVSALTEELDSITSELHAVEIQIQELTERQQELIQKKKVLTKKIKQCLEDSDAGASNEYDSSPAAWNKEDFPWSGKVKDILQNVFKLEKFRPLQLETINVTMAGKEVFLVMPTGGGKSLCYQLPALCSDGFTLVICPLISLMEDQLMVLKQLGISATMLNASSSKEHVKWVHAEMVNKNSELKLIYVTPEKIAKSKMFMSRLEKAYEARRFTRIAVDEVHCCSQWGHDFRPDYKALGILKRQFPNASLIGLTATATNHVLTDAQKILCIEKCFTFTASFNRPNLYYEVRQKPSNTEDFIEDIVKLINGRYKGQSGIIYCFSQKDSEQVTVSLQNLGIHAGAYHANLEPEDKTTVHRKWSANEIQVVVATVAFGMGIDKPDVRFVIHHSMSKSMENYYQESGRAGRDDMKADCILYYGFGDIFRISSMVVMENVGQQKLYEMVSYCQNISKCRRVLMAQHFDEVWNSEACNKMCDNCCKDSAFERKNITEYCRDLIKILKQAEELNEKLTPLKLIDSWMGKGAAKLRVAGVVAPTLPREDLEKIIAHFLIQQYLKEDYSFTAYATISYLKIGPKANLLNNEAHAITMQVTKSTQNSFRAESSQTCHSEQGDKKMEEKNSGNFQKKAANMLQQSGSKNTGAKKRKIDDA
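50 nM RECQ1T1 preincubated 15 min with compound in Tris pH 8.0 buffer with MgCl2, DTT, Tween-20 and 2.5 ug/ml poly(dI-dC); started with 200 nM TAMRA/BHQ-2 forked duplex and 2 mM ATP. Unwinding read as fluorescence (525/598 nm), two reads 2 h apart.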
Tau ThT inhib: blocks human tau fibril formation measured by thioflavin T; P10636; recombinant tau K18 P301L, heparin-induced fibrillization, ThT fluorescence; Potency, µM (top dose mostly 57.4 µM), for inactives: at the top dose activity, negative = inhibition, usual class: inhibitors; 270,000 compounds, 2.1% hits; AID 1460; also: % is scaled to controls: 0 for no effect and ±100 for the full control effect; nearly all actives have a fitted effect of over 55% in size
Target sequence (P10636 561-689 P618L limits assumed): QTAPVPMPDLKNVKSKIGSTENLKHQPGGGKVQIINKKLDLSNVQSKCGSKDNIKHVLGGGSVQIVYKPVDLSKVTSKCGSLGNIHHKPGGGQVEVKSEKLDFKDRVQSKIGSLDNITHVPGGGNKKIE
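Fibril formation assay: tau K18 P301L at 15 uM with trace Alexa 594 label, heparin inducer 20 uM, pH 7 sodium acetate buffer, 37 C for 6 hr; endpoint ThT signal.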
HTT ATP protect: protects HTT-Q103 PC12 cells, measured by ATP. PC12 HTT-Q103 induced, cytoprotection, ATP luminescence, 40 h. Potency, µM (highest dose often 56.4 µM), for the others: cytoprotection (ATP increase), actives largely listed as activators. 230,000 compounds, 0.14% hits;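 also: % of control where 0% means no effect; nearly all actives have a fitted effect of over 45% in size; toxic huntingtin expression switched on by the ecdysone agonist tebufenozide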
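Quantitative HTS on tebufenozide-induced (100 nM) PC12 cells expressing HTTQ103 exon 1–GFP; compounds tested as a concentration series; survival measured via cellular ATP.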
L3MBTL1 inh: blocks human L3MBTL1. AlphaScreen L3MBTL1–H3K9me1 peptide binding. AID 485360. Potency, µM (doses to about 57.1 µM), for the others: at the highest dose activity, negative = inhibition, hits mostly inhibitors. 230,000 compounds, 0.66% hits; also: % is scaled to controls: 0 for no effect and ±100 for the full control effect; nearly all actives have a fitted effect of over 60% in size
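Read-out is AlphaScreen signal from streptavidin donor and nickel chelate acceptor beads (10 ug/mL final each) bridging L3MBTL1 (50 nM) and biotinylated K9-monomethylated H3(1-15) peptide (75 nM), after 30 min compound exposure at room temperature.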
TRb-SRC2 inh: disrupts binding of human TR beta to SRC2. P10828. TRbeta-SRC2 peptide binding, fluorescence polarization; receptor liganded with 1 µM T3. Potency, µM (series often up to 106 µM), for inactives: at the top dose activity change, negative = inhibition, actives largely listed as inhibitors. 280,000 compounds, 0.065% hits. AID 1469;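 also: plate controls were bound peptide for no effect and peptide without receptor for full effect; nearly all actives have a fitted effect of over 50% in size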
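Decrease in fluorescence polarization of 20 nM Texas Red SRC2 coactivator peptide flagged inhibition of its binding to 0.6 uM TRb LBD; 1 uM T3 included, incubation 5 hr, ex 555/em 632 nm.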
Tau fibril FP: inhibitors of human tau fibril formation. K18 P301L tau heparin fibrillization, Alexa594 FP, 6 h. P10636. 280,000 compounds, 0.39% hits. Potency, µM (top dose mostly 57.7 µM), inactives show at the top dose activity, negative = inhibition, actives largely listed as inhibitors; also: % is scaled to controls: 0 for no effect and ±100 for the full control effect; nearly all actives have a fitted effect of over 55% in size
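K18 P301L tau (15 uM unlabeled/0.24 uM Alexa 594-labeled, final) + compound + heparin 20 uM final; 100 mM NaOAc pH 7; 6 hr 37 C; ThT 30 uM final added, 1 hr RT; FP ex 555/em 632 nm.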
TexasRed fluor: Texas Red fluorescence interference in TRb-SRC2 counter-screen. TRb/SRC2 Texas Red total fluorescence interference. Potency, µM (highest dose often 106 µM), for the others: at the top dose fluorescence change, negative = quenching. 280,000 compounds, 0.29% hits; active = well fitted curve in either direction with a large enough effect; inconclusive = small, poorly fitted or top-dose-only effect; also: % is scaled to controls: 0 for no effect and ±100 for the full control effect
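Human TRβ ligand-binding domain (0.6 uM) and Texas Red SRC2 peptide (20 nM) in Tris buffer with 1 uM T3 and 5% DMSO were incubated with pinned compound for 5 hr at ambient temperature. Total fluorescence was computed as S + 2P (555/632 nm).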
Tau fluor cs: counter-screen for tau fibril formation inhibitors; AID 1463; Potency, µM (doses to about 57.7 µM), inactives show at the top dose activity change, negative = decrease; tau K18 P301L Alexa594 fluorescence, heparin fibrillization; 280,000 compounds, 0.93% hits; also: % is scaled to controls: 0 for no effect and ±100 for the full control effect; nearly all actives have a fitted effect of over 55% in size
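Human tau K18 P301L (15 uM unlabeled, 0.24 uM Alexa 594-labeled) in 100 mM sodium acetate pH 7 with 20 uM heparin, 6 hr at 37 C. ThT 30 uM added, 1 hr ambient; Alexa 594 FP and total fluorescence read at 555/632 nm.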
The depositor's hits bear a star; i = inactive; ? = inconclusive; nt = not tested or not shown; & = joins results of further samples; [ ] = another dose, or the depositor's remark. Unless noted, calls follow the shape of the dose curve; as a rule, active = well fitted curve in the direction sought with a large enough effect; inconclusive = small, poorly fitted or top-dose-only effect, or another doubt; inactive = no such curve, though single readings can be large; an effect the other way counts as inactive or inconclusive. Potency is read from the fitted curve at half-maximal effect. A portion of the library (hit frequency here may not be typical).

SMILES	RECQ1 helicase	Tau ThT inhib	HTT ATP protect	L3MBTL1 inh	TRb-SRC2 inh	Tau fibril FP	TexasRed fluor	Tau fluor cs
COC(=O)c1cccc(S(=O)(=O)N2CCCCC2)c1	-1%	-8%	-9%	3%	5%	-4%	1%	-4%
O=C1[C@H]2[C@H]3[C@H](O)[C@H](O)C/C(=N/OCc4ccccc4)[C@H]3CC[C@@H]2C(=O)N1Cc1ccc2c(c1)OCO2	4%[11.5 µM]	-8%[11.5 µM]	8%[10 µM]	nt	-3%[11.2 µM]	-1%[11.6 µM]	-2%[11.2 µM]	-11%[11.6 µM]
CCCN(C(=O)c1ccc2c(=O)n3c(nc2c1)CCCCC3)c1cccc(Cl)c1	nt	-15%	nt	nt	2%	-7%	-2%	-11%
Cc1cc2c(cc3c(SCc4ccccc4Cl)nnc(C)n32)o1	nt	?	nt	nt	-1%	?	-2%	-17%
CCCCN(C)CCCNC(=O)Cn1c(=O)sc2ccccc21	-14%	10%	-1%[1.9 µM]	-8%	-5%	3%	-2%	8%
CC(C)c1ccc(C(=O)NC2=NCCS2)cc1	0%	0%	-20%[10 µM]	10%	-3%[53 µM]	-7%	-1%[53 µM]	0%
Cc1ccc(CS(=O)(=O)Cc2ccc(C(=O)NCCc3ccc(Cl)cc3)o2)cc1	nt	-3%	nt	nt	1%	-11%	0%	-6%
COc1ccc2c(c1)CC(C(=O)Nc1cc(OC)c(OC)c(OC)c1)CO2 (stereo unspecified)	nt	2%	nt	nt	6%	6%	0%	-11%
COc1ccc(C(C(=O)NC2CCCC2)N(Cc2cccs2)C(=O)c2ccn[nH]2)cc1OC (stereo unspecified)	-6%	-13%	2%[10 µM]	0%	0%	1%	-4%	-8%
O=C(COC(=O)c1c2c(nc3ccccc13)CCCC2)Nc1ccc2c(c1)OCO2	-4%	?	-29%	?	14%	12%	1%	?
Cc1cccc(CCn2c(=O)c3ccccc3n(CC(=O)Nc3ccccc3F)c2=O)c1	nt	11%	nt	nt	-24%	-14%	4%	-11%
COc1ccc(-c2noc(-c3ccc(N4CCCC4)c([N+](=O)[O-])c3)n2)cc1OC	nt	?	nt	nt	12%	-16%	0%	-14%
Cn1cc(C(=O)c2ccccc2)cc1-c1nc2ccccc2n1C	5%	-18%	24%[10 µM]	-2%	-20%	2%	1%	-6%
COc1ccc(NC(=O)CCCn2c(=O)c3cccn3c3cccnc32)cc1Cl	nt	-6%	nt	nt	2%	-7%	-1%	-19%
OC(CNCc1ccc2c(c1)OCO2)COc1ccccc1 (stereo unspecified)	-14%	nt	23%[10 µM]	nt	4%	1%	-1%	-17%
N#Cc1cc(NC2CCCC2)c([N+](=O)[O-])cc1C#N	2%	9%	17%[10 µM]	20%	-4%	-1%	-11%	6%
CCN(C(=O)Nc1ccccc1OC)c1c(N)n(Cc2ccccc2)c(=O)[nH]c1=O	i	-6%	0%	nt	4%	-4%	0%	-5%
C=CCON/C(CCC)=C1\C(=O)CC(C)(C)CC1=NC	-9%	-8%	8%[10 µM]	11%	-11%	0%	0%	-8%
COc1ccccc1CNC(=O)c1cnc2c(-c3ccccc3)c(C)nn2c1C	nt	?	nt	nt	0%	7%	0%	-4%
COc1ccc(-c2cc(-c3ccccc3)nc3c2COc2ccc(Cl)cc2-3)cc1	nt	3%	nt	nt	-1%	?	1%	-10%
CCOc1ccc(CNC(=O)CN2C(=O)CSc3ccc(S(=O)(=O)N4CCOCC4)cc32)cc1OC	nt	8%	nt	nt	0%	9%	-1%	5%
Cc1cc(F)ccc1NC(=O)C1CCCO1 (stereo unspecified)	4%	-5%	?	4%	0%	0%	1%	-4%
Nc1c(-c2ccccc2)cnc2ncnn12	0%	-14%	3%	1%	-5%	-5%	-1%	-10%
COCCCNC(=O)C1CCN(Cc2cc3ccccc3n2Cc2cccc(Cl)c2)CC1	nt	0%	nt	nt	-1%	8%	2%	1%
Cc1nc(N=Nc2ccc(S(=O)(=O)O)cc2S(=O)(=O)O)c(COP(=O)(O)O)c(C=O)c1O	-3%&-4%&3%	?	?	nt	11%&4%&3%	-21%&-2%&-3%	-4%&-9%&1%	-10%&-3%&-9%
CCCn1cnc2cc(NCc3cccc(OC)c3O)ccc21	2%	?	-27%	-7%	-3%	4%	0%	-17%
Cc1oc2ccc(OCc3ccccc3F)cc2c1C(=O)O	-7%	-8%	-12%	nt	5%	0%	-1%	-5%
COc1ccccc1NS(=O)(=O)c1ccc(C(=O)OCC(=O)NCc2ccco2)cc1	-8%	-3%	-4%	?	1%	2%	-2%	-4%
CC12CN3CC(C)(CN(C1)C3c1ccccc1)C2O (stereo unspecified)	-7%	-8%	-7%[10 µM]	2%	-2%	-6%[2.34 µM]	3%	-8%
COc1ccc(S(=O)(=O)Nc2cc(Cl)ccc2OC)cc1	-4%	-2%	-26%[10 µM]	0%	-5%	-3%	2%	-20%
COc1ccc2nc(/N=C(\N)NC(=O)N3c4ccccc4Sc4ccccc43)nc(C)c2c1	-5%	?	-6%[10 µM]	-11%	10%	0%	1%	-27%
O=C(Nc1nnc(S(=O)(=O)N2CCCc3ccccc32)s1)c1ccc(Cl)cc1	nt	?	nt	nt	1%	12%	-6%	-19%
COC(=O)c1ccc(NC(=O)c2cn(-c3cccc(C)n3)cn2)cc1	i	?	4%	3%	2%	-8%	4%	-10%
O=C(NC(=S)Nc1ccc(NC(=O)c2ccco2)cc1)c1ccccc1	-14%	-4%	-11%[10 µM]	2%	5%	-11%	-3%	2%
CCn1c(-c2cccn(Cc3ccccc3)c2=O)n[nH]c1=S	i	1%	10%[10 µM]	8%	-6%	4%	-3%	6%
CCc1ccc(NC(=O)N(Cc2c[nH]c3ccccc23)C2CCCCC2)cc1	nt	4%	nt	nt	-7%	-2%	1%	-11%
CCC(OC(=O)C1=Cc2ccccc2OC1)C(=O)NCc1ccco1 (stereo unspecified)	-4%	-1%	-3%[10 µM]	-7%	5%	3%	-3%	-6%
CCCCNC(=O)C(c1ccc(OCC(=O)OC)c(C(=O)OC)c1)N(CCc1c[nH]c2ccccc12)C(=O)CCCCCN1C(=O)NC(c2ccc(-c3ccccc3)cc2)C(C(=O)OCc2ccccc2)=C1C (stereo unspecified)	i	?	-6%[10 µM]	nt	5%	1%	-1%	-14%
Cc1ccccc1Cn1cc(NC(=O)c2cc(C3CC3)on2)cn1	1%	-11%	-70%[inhibitor][10 µM]	-23%	2%	3%	-3%	-15%
CCc1ccc(/C=C/c2c[nH]c3ccccc23)[n+](CC)c1	-1%	16%	6%[10 µM]	3%	-7%	1%	-1%	-1%
Cc1nc(C(=O)O)nn1-c1ccc([N+](=O)[O-])cc1	i	-12%	-35%	8%	0%	-2%	1%	0%
O=C(NNC1CC(=O)N(c2ccc(Br)cc2)C1=O)c1ccccn1 (stereo unspecified)	-2%	-10%	-13%	nt	-4%	-1%	2%	-10%
COCCCNC(=S)Nc1cc(C)c(C)cc1C	-2%	14%	41%[10 µM]	3%	9%	0%	-1%	9%
COc1ccc(NC(=O)NC2CCCCC2C)cc1 (stereo unspecified)	-2%	0%	-29%	2%	-3%	1%	-2%	3%
O=C(O)c1ccc(CSc2nnc(COc3ccccc3)o2)cc1	1%	-12%	-46%[inhibitor]	nt	0%	1%	-4%	-5%
COc1ccc(/C(O)=C/C(=O)C(=O)Nc2c(C)n(C)n(-c3ccccc3)c2=O)cc1	-5%	-21%	-9%	3%	0%	5%	-4%	-1%
COc1ccc(C2c3sc(=O)[nH]c3SC3C4CCC(C4)C23)cc1 (stereo unspecified)	-7%	?	22%[10 µM]	-10%	0%	-9%	-2%	-28%
CCN(CC)c1ccc(NC(=O)CSc2ccsc2[N+](=O)[O-])c(C)c1	0%	?	14%[10 µM]	?	-5%	-1%	-1%	?
COc1ccc(S(=O)(=O)Nc2ccc(F)cc2)cc1N(C)S(=O)(=O)c1ccc(Cl)cc1	0%	13%	-77%[inhibitor]	-3%	12%	-6%	-1%	?
Cc1cccc(OCC(O)Cn2c(NCCCOC(C)C)nc3c2c(=O)[nH]c(=O)n3C)c1 (stereo unspecified)	5%	-7%	-3%	0%	-18%	-1%	0%	-8%

Two compounds from above with just L3MBTL1 inh, Tau ThT inhib and RECQ1 helicase.
compound,L3MBTL1 inh,Tau ThT inhib,RECQ1 helicase
Nc1c(-c2ccccc2)cnc2ncnn12,1%,-14%,0%
COCCCNC(=O)C1CCN(Cc2cc3ccccc3n2Cc2cccc(Cl)c2)CC1,nt,0%,nt

(list continues)
SMILES	RECQ1 helicase	Tau ThT inhib	HTT ATP protect	L3MBTL1 inh	TRb-SRC2 inh	Tau fibril FP	TexasRed fluor	Tau fluor cs
CCOc1ccc(NN=C(C(=O)OC)C(=O)OC)c([N+](=O)[O-])c1	-2%	?	-7%[10 µM]	-5%	0%	-4%	0%	-9%
CCCSc1ccc(-c2nn(-c3ccccc3)cc2/C=C(/C#N)C(=O)NCCCOC)cc1	1%	16%	?	11%	0%[53 µM]	-4%	-1%[53 µM]	4%
O=C(/C=C/c1ccccc1)NC1CCSC1=O (stereo unspecified)	-2%	1%	-6%[1.9 µM]	10%	2%	-1%	6%	-2%
Cn1c(C(=O)Nc2ccc3c(c2)OCO3)cc2c(=O)n(C)c3ccccc3c21	-1%	-8%	-17%[10 µM]	-5%	-6%	-9%	-5%	1%
O=C(c1ccccn1)c1ncc(C(F)(F)F)cc1Cl	i	-11%	-53%[inhibitor]	3%	2%	-2%	4%	0%
Cc1ccc(C)c(NC(=O)COC(=O)c2cccc3c2C(=O)c2ccccc2C3=O)c1	-2%	?	22%[10 µM]	-3%	-5%	?	-3%	?
COc1ccc(Cl)cc1NC(=O)Cc1ccc(NC(=O)N2CCCCc3ccccc32)cc1	nt	9%	nt	nt	4%	0%	-7%	-1%
CC(=O)Nc1c(C)nn(-c2ccccc2)c1N1CCC(C(=O)NCc2ccc(Cl)cc2)CC1	nt	-1%	nt	nt	1%	-3%	0%	-2%
